Source: PubChem
PAX8 reporter = lowers PAX8-driven luciferase in RMG-I cells. RMG-I TPO-luciferase reporter, SteadyGlo, 24 h. inhibition, % at 12.6 µM. hit rate 1.2% among 360,000. AID 652154;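 active = mean replicate inhibition at least 60% with every replicate also reaching 60%; inconclusive = only one of the two criteria is met; inactive = mean below 60% and not all replicates reaching 60%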;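 also: luciferase light reporting Pax8 driven TPO promoter activity; plate controls were median of neutral control wells for no effect and mitoxantrone controls for full effect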
DENV2 CPE rescue = inhibitors of DENV2 cytopathic effect; DENV2-infected cells, cytopathic effect rescue, plate reader; AID 651640; hit rate 1.7% among 350,000; CPE inhibition, % at 9.99 µM; in the data active = CPE inhibition above about 20%, passing the limit was not always enough; inconclusive = no clear call, values can overlap the other calls; tested in BHK-21 cells;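 also: 0% = median of neutral control wells and 100% = median of positive control wells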
EWS-Fli inh = inhibitors of EWS/Fli oncoprotein transcriptional activity | inhibition, % at 12.6 µM | A673 NR0B1-luciferase reporter, viability-normalised | hit rate 0.67% among 350,000;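 active = mean inhibition of at least 50% after viability correction, with every replicate also passing that limit; inconclusive = mean reaches 50% but only one of two replicates passes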;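 also: firefly luciferase signal divided by Alamar Blue viability fluorescence both relative to DMSO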
LGR2 inh = Drosophila LGR2 receptor signaling inhibition; hit rate 0.35% among 380,000; inhibition, % at 9.99 µM; AID 720647; HEK293 LGR2, CRE-luciferase, bursicon-stimulated, 4 h;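 active = drop in luminescence signal, shown as inhibition above about 50% in the replicate tests, limit read from the data, passing the limit was not always enough; inconclusive = probably only some replicates passing the limit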;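 also: agonist challenge used bursicon conditioned medium at about half maximal strength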
Casp6 inh = inhibitors of human caspase-6; inhibition, % at 12.5 µM; purified caspase-6, Z-VEID-R110 cleavage fluorescence; P55212; AID 686996; hit rate 0.53% among 350,000;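 active = mean inhibition across replicates at least about 35%, with every replicate also reaching that limit, limit read from the data; inconclusive = only one of the two criteria met; inactive = neither criterion met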;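 also: 0% = median of neutral control wells and 100% = no fluorescence left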
Target sequence (P55212 24-179 limits assumed): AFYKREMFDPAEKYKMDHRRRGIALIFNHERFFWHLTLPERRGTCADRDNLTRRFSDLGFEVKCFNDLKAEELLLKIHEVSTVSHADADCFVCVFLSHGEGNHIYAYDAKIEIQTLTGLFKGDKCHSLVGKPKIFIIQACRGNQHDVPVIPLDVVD
Target sequence (P55212 194-293 limits assumed): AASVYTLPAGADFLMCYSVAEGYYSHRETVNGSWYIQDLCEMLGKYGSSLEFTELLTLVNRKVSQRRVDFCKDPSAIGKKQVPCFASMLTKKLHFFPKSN
ARNT-TACC3 inh = disruptors of human ARNT/TACC3 interaction. inhibition, % at 9.99 µM. hit rate 0.66% among 390,000. AID 623870. AlphaScreen His-ARNT PAS-B/GST-TACC3 binding, luminescence; TACC3 fragment carries E629A point mutation;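 active = mean inhibition of replicates at least 50% and at least half of replicates each reaching 50%; inconclusive = half or more replicates reach 50% but mean below 50%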;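 also: 0% = complete ARNT plus TACC3 wells and 100% = ARNT alone without TACC3; many hits fall short of the cut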
SIRT5 block = sirtuin-5 (human) deacylase inhibition | Q9NXA8 | Purified SirT5, succinyl-peptide AMC, trypsin-coupled fluorescence | inhibition, % at 15 µM | hit rate 1.1% among 330,000 | AID 652115; in the data active = inhibition above about 15%; inconclusive = no clear call, values can overlap the other calls
Target sequence (Q9NXA8 whole entry, looked up): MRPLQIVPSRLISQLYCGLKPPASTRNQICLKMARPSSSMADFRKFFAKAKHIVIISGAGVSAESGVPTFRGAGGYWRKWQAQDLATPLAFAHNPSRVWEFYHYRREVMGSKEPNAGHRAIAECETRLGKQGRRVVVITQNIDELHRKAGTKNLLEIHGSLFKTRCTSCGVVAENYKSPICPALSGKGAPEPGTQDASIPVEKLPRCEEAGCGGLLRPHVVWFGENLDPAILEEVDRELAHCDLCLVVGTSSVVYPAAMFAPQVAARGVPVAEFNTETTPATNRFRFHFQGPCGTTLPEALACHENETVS
* = called active by the depositor; u = inconclusive; x = not tested or not shown.

SMILES	PAX8 reporter	DENV2 CPE rescue	EWS-Fli inh	LGR2 inh	Casp6 inh	ARNT-TACC3 inh	SIRT5 block
O=C(Nc1nn[nH]n1)c1cccc([N+](=O)[O-])c1	3.2	x	-7.0	21.2	3.5	-17.2	-2.6
COc1cc(OC)cc(C(=O)Nc2ccc(Nc3ccccc3)cc2)c1	-26.1	12.5	-67.1	-31.0	-1.9	6.4	-0.5
CCCCC[C@H](C)N1C[C@@H](COCc2ccccc2)Oc2cc(N3CCC[C@H]3COC)ccc2S1(=O)=O	-3.2	-3.8	1.0	-1.8	-6.8	x	0.6
CCCNC(=O)N[C@@H]1CC[C@H](CC(=O)NC2CCC2)O[C@@H]1CO	-5.7	-2.0	2.8	-5.4	-2.9	0.7	1.8
COc1ccc(-c2csc3ncnc(NCCCO)c23)cc1	-18.0	-9.6	2.6	16.0	-1.8	0.2	2.3
O=C(CCC1CCCN(C(=O)c2ccc3c(c2)OCO3)C1)NCc1ccc(F)c(F)c1 (configuration not stated)	-27.6	2.9	-15.1	9.9	-1.1	-2.8	1.7
O=C(Nc1cc2c3c(c1)CC(=O)N3CCC2)c1cccc(F)c1	-11.5	17.2	-13.1	-15.4	4.3	2.1	-2.7
N#CCCN(Cc1cccnc1)C(=S)NC(=O)c1ccco1	-4.3	-6.5	6.4	-11.5	-1.0	0.3	-0.2
O=C(Nc1c(F)cc(F)cc1Br)c1cc(S(=O)(=O)N2CCN(c3ccccn3)CC2)ccc1F	9.4	2.7	-11.9	6.4	2.2	0.1	-1.1
COc1ccc(CCNC(=O)C(NS(=O)(=O)c2cccc3nsnc23)C(C)C)cc1OC (configuration not stated)	-5.3	17.6	x	-8.1	1.3	1.6	-11.3
CS(=O)(=O)c1ccc(Cl)c(NC(=O)COC(=O)c2cccc(S(=O)(=O)N3CCCC3)c2)c1	0.8	-0.7	2.0	-2.4	2.1	-2.8	1.0
Cc1cc(C(=O)Nc2ccc3ccccc3c2)c(C)o1	-105.7	-4.7	-49.0	-58.9	-2.0	3.2	1.9
O=C(CCCCCNc1nc(=S)[nH]c2ccccc12)NCCc1ccccc1	-6.3	x	x	-4.1	x	3.0	x
N/C(=N\OC(=O)CCN1C(=O)c2ccccc2C1=O)c1ccccn1	1.3	-3.8	-6.3	14.2	0.1	1.3	x
Cc1noc(C)c1S(=O)(=O)N(C)C[C@H]1Oc2ccc(NC(=O)Cn3cnnn3)cc2C(=O)N([C@H](C)CO)C[C@@H]1C	2.9	2.0	-7.1	-10.7	-6.5	-1.3	-5.2
CCC1CCCCN1C(=O)c1cc(S(=O)(=O)N2CCOCC2)ccc1C (configuration not stated)	-1.1	10.4	-2.8	-6.8	-0.9	x	-2.1
CCN1CCN(CC(=O)Nc2cc(C)c(C)cc2[N+](=O)[O-])CC1	17.5	-0.7	-4.5	x	-6.4	-2.8	-1.5
C[C@@H]1CN([C@H](C)CO)C(=O)c2cc(-c3cccc(C#N)c3)cnc2O[C@H]1CN(C)C(=O)C1CCC1	-26.0	27.5*	2.4	2.8	-1.4	-10.2	-7.3
O=C(NCCNC(=O)c1ccc([N+](=O)[O-])cc1)c1ccncc1	1.6	x	6.1	-8.5	1.3	-14.4	-2.0
O=C(NC(=S)N1CCOCC1)c1ccccc1Cl	0.5	0.9	x	7.8	0.3	0.2	0.1
C[C@H](CO)N1C[C@H](C)[C@@H](CN(C)Cc2ccc(Oc3ccccc3)cc2)Oc2ccc(NC(=O)Cc3ccccc3)cc2C1=O	x	18.9	9.1	5.8	1.3	0.4	9.3
C[C@H](CO)N1C[C@H](C)[C@@H](CN(C)C(=O)Nc2ccc(F)cc2)Oc2cc(-c3ccncc3)ccc2S1(=O)=O	x	2.7	11.4	6.2	-0.4	-4.3	-3.1
CSc1ccc(OCC(=O)Nc2ccc(N3CCOCC3)c(Cl)c2)cc1	14.3	-7.1	3.4	-1.1	1.9	-29.0	0.3
O=C(CN1C(=O)CSCC1=O)Nc1ccc2c(c1)OCO2	3.4	x	x	-14.5	x	-1.5	x
CCOc1ccccc1C(=O)N(Cc1sccc1C)C1CCS(=O)(=O)C1 (configuration not stated)	x	1.6	-1.7	13.1	-0.7	4.4	-2.8
CCCCn1c(N)c(N(CCOC)C(=O)CCCc2nc3ccccc3c(=O)[nH]2)c(=O)[nH]c1=O	1.2	-2.6	-3.0	-7.1	-0.7	-5.3	-1.2
COc1ccc(-c2ccn(-c3cccc(F)n3)n2)cc1	-158.1	-7.5	-72.6	-82.4	-2.2	0.0	5.6
CCN(CC)C(=O)COc1ccc2c(-c3ccc(OC)cc3)cc(=O)oc2c1	4.1	11.7	0.5	5.9	-1.0	-13.3	-0.1
CCc1noc(C)c1C(=O)N1CCCC(Nc2cccc(F)c2)C1 (configuration not stated)	-1.3	-7.7	0.0	-8.2	6.8	x	x
Cc1ccc(Cl)cc1NC(=O)CCNC(=O)N1CC(=O)Nc2ccccc21	-4.5	3.5	x	19.2	-1.0	-16.1	-1.6

Single entries from the entries so far.
Under LGR2 inh, C[C@@H]1CN([C@H](C)CO)C(=O)c2cc(-c3cccc(C#N)c3)cnc2O[C@H]1CN(C)C(=O)C1CCC1 has 2.8
Under DENV2 CPE rescue, CCN1CCN(CC(=O)Nc2cc(C)c(C)cc2[N+](=O)[O-])CC1 has -0.7
Under Casp6 inh, CCc1noc(C)c1C(=O)N1CCCC(Nc2cccc(F)c2)C1 (configuration not stated) has 6.8

Other entries
SMILES	PAX8 reporter	DENV2 CPE rescue	EWS-Fli inh	LGR2 inh	Casp6 inh	ARNT-TACC3 inh	SIRT5 block
Cc1ccc(S(=O)(=O)NCc2ccco2)cc1C(N)=O	-13.7	-1.9	5.6	20.4	4.8	7.6	0.7
Cc1cccc(/C=N/NC(=O)c2c(-c3ccccc3)noc2C)c1O	46.1	-9.0	x	18.5	-1.4	3.5	1.0
CCOC(=O)c1oc2ccc(S(=O)(=O)n3nc(-c4ccc(OC)cc4)cc3N)cc2c1C	-5.8	-4.3	10.9	-9.0	0.6	-0.7	x
CN(C)C(=O)[C@@H]1[C@@H](CO)[C@@H]2Cn3c(ccc(-c4ccccc4)c3=O)[C@@H]2N1Cc1ccccc1F	21.8	5.0	3.3	-2.5	0.7	-4.8	-1.6
CCC(C)(C)C1CCc2[nH]nc(C(=O)NCC3CC3)c2C1 (configuration not stated)	-25.9	-4.7	-34.5	4.9	-10.0	-6.1	-0.4
Cc1[nH]c2ccccc2c1C=NNC(=O)c1cc(-c2cccnc2)nc2ccccc12	15.3	-3.8	8.1	-14.6	-3.9	-3.2	-0.1
C[C@H]1CCCCO[C@H](CN(C)Cc2ccc(Cl)c(Cl)c2)[C@@H](C)CN([C@@H](C)CO)C(=O)c2cc(NS(=O)(=O)c3ccc(F)cc3)ccc2O1	34.8	22.2*	-41.6	0.9	1.8	x	15.0*
CC1CCN(C(=O)c2[nH]cnc2C(=O)N(C)CCO)CC1	-6.0	-4.1	-4.7	-3.2	0.4	x	-2.0
CC(=O)NC(C(=O)OCC(=O)N(c1ccccc1)c1ccccc1)C(C)C (configuration not stated)	-9.0	-1.0	-2.3	2.5	1.4	3.9	-3.6
Cc1cc(Cl)ccc1NC(=O)C(=O)N/N=C/c1ccc2c(c1)OCO2	10.5	2.3	33.1	-4.8	0.0	-6.9	-4.9
CCCc1nc2oc3cc(OC)ccc3c(=O)c2c(=O)n1CCc1ccccc1	-2.1	-7.3	14.8	x	3.1	-1.2	-5.5
CCOc1ccc(N2C(=O)CC(NCCc3ccncc3)C2=O)cc1 (configuration not stated)	x	-10.2	-1.1	-0.3	-3.1	3.0	-5.8
Cc1ccc(-n2nnnc2/C=C\Nc2cc(C)on2)cc1	-17.5	x	x	-9.0	x	-22.3	x
O=c1[nH]c(C2CCN(S(=O)(=O)Cc3ccccc3)CC2)nc2c1nnn2Cc1ccccc1	19.1	-3.2	3.3	8.4	1.8	-1.4	-1.3
CCCNC(=O)N1C[C@@H](C)[C@H](OC)CN(C)C(=O)c2ccc(NC(=O)CC)cc2OC[C@@H]1C	4.0	8.5	1.4	10.4	1.9	-7.9	-5.2
N#C/C(=C\c1ccccc1)C(=O)N1CCC(C(N)=O)CC1	0.4	5.0	6.0	-6.4	1.8	0.8	0.0
CCN1CCN(CC(=O)N2N=C(c3cccs3)CC2c2ccc(C)cc2)C(=O)C1=O (configuration not stated)	11.0	x	-18.2	21.7	4.9	-6.5	2.0
O=C(Nc1ccccc1Oc1cccnc1)C1CCCN(C/C=C/c2ccccc2)C1 (configuration not stated)	7.0	-4.0	x	-1.7	-0.4	x	0.3
COc1ccc(NC2CCCN(C(=O)c3ccc(C)c(N4CCNC4=O)c3)C2)cc1 (configuration not stated)	0.4	-8.3	x	-2.1	-2.8	-2.7	2.7
CSc1cc(C)c(OCC(=O)Nc2ccc(NC(C)=O)cc2)c(C)c1	3.0	2.1	-0.1	-0.4	-1.1	-2.2	-1.7
COc1ccccc1-n1cnnc1SCC(=O)Nc1cc(C)on1	-11.3	0.0	6.8	17.0	-1.9	x	3.5
CC(=O)N1CCC2(CC1)C/C(=N\NC(=S)Nc1ccccc1F)c1cc(O)ccc1O2	28.3	6.3	-4.9	9.9	0.1	x	-3.5
COc1ccc(CCNc2ncnc3c2c(C)c(C)n3CCO)cc1OC	-53.7	-8.5	-7.3	-15.7	-1.3	-6.1	11.6
O=C(Nc1ccc(NC(=O)c2ccccc2F)cc1)c1ccccc1F	-35.7	-2.4	-7.0	-9.7	-2.1	-5.7	4.2
CNC(=O)C[C@H]1CC[C@H]2[C@@H](COc3ccc(NC(=O)c4ccc(OC)cc4)cc3C(=O)N2C)O1	1.6	2.5	11.2	-10.6	2.2	12.7	-6.6
CO[C@H]1CN(C)C(=O)c2ccc(NS(C)(=O)=O)cc2OC[C@@H](C)N(Cc2cncnc2)C[C@@H]1C	x	-10.6	5.4	-7.1	2.6	-9.9	-1.2
COc1ccc(C(=O)NCC(=O)N/N=C/c2c(C)[nH]c3ccccc23)cc1	16.3	1.8	x	-20.8	3.4	-3.6	-2.2
COC(=O)N/N=C(\C)c1ccc(OC(F)F)cc1OC(F)F	-21.7	x	x	-26.2	x	-2.5	x
CC(=O)NC(Cc1cccc(F)c1)C(=O)NC1CCN(C(=O)Nc2ccc(C)cc2)CC1 (configuration not stated)	4.8	4.1	7.2	8.5	1.0	-2.3	-3.0
COc1ccc(-c2cc(=O)c3ccccc3o2)cc1	x	-6.3	-85.6	x	-0.7	-1.7	x
O=Cc1ccc(-c2ccc(Cl)cc2Cl)[nH]1	-17.5	8.1	-11.2	-10.2	21.0	-1.9	-0.7
c1ccc(N2CCN(c3ccc4nncn4n3)CC2)nc1	-24.4	u	-6.7	0.6	-0.8	6.8	-1.3
CC(C)N(Cc1nc(-c2ccc(Cl)cc2)no1)C(=O)CCC1CCCC1	-9.3	-4.6	6.1	-9.6	3.9	-6.8	2.6
FC(F)C(F)(F)Oc1cccc(Nc2nccn3c(-c4cccc5cccnc45)cnc23)c1	-12.3	-1.4	0.3	-9.1	-1.4	x	-3.0

Random excerpt: 2 entries already listed, in no set order.
SMILES	PAX8 reporter	DENV2 CPE rescue	EWS-Fli inh	LGR2 inh	Casp6 inh	ARNT-TACC3 inh	SIRT5 block
O=Cc1ccc(-c2ccc(Cl)cc2Cl)[nH]1	-17.5	8.1	-11.2	-10.2	21.0	-1.9	-0.7
CC(C)N(Cc1nc(-c2ccc(Cl)cc2)no1)C(=O)CCC1CCCC1	-9.3	-4.6	6.1	-9.6	3.9	-6.8	2.6

Three structures already listed, ordered by heavy-atom count, lowest first:
SMILES	PAX8 reporter	DENV2 CPE rescue	EWS-Fli inh	LGR2 inh	Casp6 inh	ARNT-TACC3 inh	SIRT5 block
O=Cc1ccc(-c2ccc(Cl)cc2Cl)[nH]1	-17.5	8.1	-11.2	-10.2	21.0	-1.9	-0.7
COc1ccc(-c2cc(=O)c3ccccc3o2)cc1	x	-6.3	-85.6	x	-0.7	-1.7	x
FC(F)C(F)(F)Oc1cccc(Nc2nccn3c(-c4cccc5cccnc45)cnc23)c1	-12.3	-1.4	0.3	-9.1	-1.4	x	-3.0
